# Bioassay records: PubChem, National Center for Advancing Translational Sciences (NCATS)
# TGFb SMAD3 inh = TGF-b pathway inhibition; HepG2 CAGA-GFP TGF-b/SMAD3 reporter, GFP fluorescence, 18 h; TGF-beta stimulated, 500 pg/mL final; Potency, µM (titrated, usually from 46.1 µM), without a hit: at the top dose activity, negative = inhibition, hits mostly inhibitors; 410,000 compounds, 1.2% hits; further: on the % scale 0 is the no-effect control and ±100 the full control effect; nearly all actives have a fitted effect of over 65% in size
#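 Read-out: total well GFP (ex488/em500-530) summed from mean per-cell fluorescence. Cells: HEPG2 CAGA-GFP, 1% FBS DMEM, 18 h at 37 degrees C with 500 pg/mL final TGF-beta. Unstimulated wells served as the full-inhibition control; stimulated DMSO wells = 0%.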
# S2 tox = reduces viability in counter-screen for ATXN expression inhibitors; S2 cells (HEK-293 line with an ATXN2-luciferase reporter) viability, CellTiter-Fluor protease fluorescence, 24 h; Potency, µM (doses to about 56.7 µM), usual class: cytotoxic; 400,000 compounds, 0.49% hits; AID 651635; further: nearly all actives have a fitted effect of over 40% in size
# Nrf2 inh = inhibitors of Nrf2 signaling; A549 ARE-Fluc reporter, luciferase luminescence, 18-24 h; Potency, µM (doses to about 46 µM), inactives show at the top dose activity change, negative = inhibition, hits mostly inhibitors; 360,000 compounds, 2.1% hits; further: on the % scale 0 is the no-effect control and ±100 the full control effect; nearly all actives have a fitted effect of over 60% in size
#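 A549 ARE_Fluc cells, 5000/well, 5% FBS OPTI-MEM; compounds in dose-response, 18-24 h at 37 °C/5% CO2; CellTiter-Fluor viability read (Ex 405/Em 525), then BugLite luciferase luminescence = Nrf2 activity.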
# ATXN2 expr inh = inhibitors of ATXN2 expression | HEK-293 ATXN2-luciferase reporter, luminescence, 24 h | Potency, µM (series often up to 57 µM), without a hit: top-dose activity change, negative = inhibition, usual class: inhibitors | 360,000 compounds, 0.72% hits; further: on the % scale 0 is the no-effect control and ±100 the full control effect; nearly all actives have a fitted effect of over 55% in size
#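 ATXN2-luciferase reporter cells (luciferase flanked by upstream and downstream ATXN2 gene portions) were treated 24 h at 37 °C with compounds at up to 57 uM. SteadyGlo luminescence gave expression; GF-AFC fluorescence gave viability.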
# A549 viability = counter-screen for Nrf2 inhibitors: cytotoxicity in A549 cells; A549 ARE-Fluc cells, CellTiter-Fluor viability, 18-24 h; Potency, µM (doses to about 46 µM), without a hit: top-dose activity change, negative = cytotoxicity, actives largely listed as inhibitors; 390,000 compounds, 0.16% hits; AID 504648; further: on the % scale 0 is the no-effect control and ±100 the full control effect
#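 A549 ARE-Fluc cells in 5% FBS OPTI-MEM, 5000 cells/well, rested 2 h then exposed to compounds in concentration-response for 18-24 h at 37 °C. Viability by CellTiter-Fluor fluorescence (Ex 405/Em 525) after 30 min; luciferase luminescence (BugLite, 15 min, RT) read afterwards.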
# Nrf2 ARE act = activators of Nrf2 (ARE) signaling. AREc32 ARE-luciferase reporter (MCF7-derived line), luminescence, 24 h. Potency, µM (titrated, usually from 46.1 µM), without a hit: at the highest dose activation, most hits filed as activators. 410,000 compounds, 0.31% hits. AID 624171; further: % of control where 0% means no effect; nearly all actives have a fitted effect of over 65% in size
#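 For detection, Steady-Glo was added and plates sat 30 min at RT; before that, AREc32_Fluc cells grown overnight in OPTI-MEM/5% FBS had been treated with 23 nL compound for 24 hr at 37 deg C.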
# EPAC2 antag = antagonists of human EPAC2. EPAC2 GEF exchange of Rap1B-BODIPY-GDP, fluorescence. Potency, µM (titrated, usually from 114 µM), for inactives: at the highest dose activity, negative = inhibition, usual class: inhibitors. 360,000 compounds, 0.18% hits. AID 720708; further: on the % scale 0 is the no-effect control and ±100 the full control effect; nearly all actives have a fitted effect of over 45% in size; many of its hits are not listed in these tables
# Target sequence (Q8WZA2 whole entry, looked up): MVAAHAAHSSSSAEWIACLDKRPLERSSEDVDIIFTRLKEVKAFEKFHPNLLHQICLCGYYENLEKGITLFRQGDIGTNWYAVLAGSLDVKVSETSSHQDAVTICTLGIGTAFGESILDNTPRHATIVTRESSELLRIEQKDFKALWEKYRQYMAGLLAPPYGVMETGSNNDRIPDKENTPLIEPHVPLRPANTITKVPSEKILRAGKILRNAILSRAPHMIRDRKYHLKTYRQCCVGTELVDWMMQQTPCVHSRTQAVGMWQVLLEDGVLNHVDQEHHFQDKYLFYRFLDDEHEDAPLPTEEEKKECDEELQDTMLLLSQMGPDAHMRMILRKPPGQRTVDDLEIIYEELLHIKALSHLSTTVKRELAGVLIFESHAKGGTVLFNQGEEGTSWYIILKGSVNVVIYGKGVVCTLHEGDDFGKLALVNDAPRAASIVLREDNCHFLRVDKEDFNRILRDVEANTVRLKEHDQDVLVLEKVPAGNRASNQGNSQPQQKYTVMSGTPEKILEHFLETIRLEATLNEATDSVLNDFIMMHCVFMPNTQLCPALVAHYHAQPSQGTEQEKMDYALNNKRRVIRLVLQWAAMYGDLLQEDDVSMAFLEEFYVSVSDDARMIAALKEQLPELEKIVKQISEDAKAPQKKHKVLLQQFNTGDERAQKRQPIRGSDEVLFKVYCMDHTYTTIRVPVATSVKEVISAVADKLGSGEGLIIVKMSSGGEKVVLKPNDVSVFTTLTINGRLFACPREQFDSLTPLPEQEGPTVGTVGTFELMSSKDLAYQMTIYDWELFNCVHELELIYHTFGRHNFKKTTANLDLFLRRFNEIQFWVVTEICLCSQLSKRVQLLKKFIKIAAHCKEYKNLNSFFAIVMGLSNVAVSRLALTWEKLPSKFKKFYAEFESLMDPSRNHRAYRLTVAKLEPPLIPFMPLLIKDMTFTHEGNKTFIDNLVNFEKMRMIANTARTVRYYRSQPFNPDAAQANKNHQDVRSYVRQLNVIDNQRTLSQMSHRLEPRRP
# MCF10A rerep = induces DNA re-replication in MCF 10a normal breast cells; MCF 10A DNA re-replication, Hoechst nuclear intensity, 48 h; 350,000 compounds, 2.9% hits; Potency, µM (doses to about 46.1 µM), for inactives: top-dose activity, positive = re-replication, most hits filed as activators; further: % of control where 0% means no effect; nearly all actives have a fitted effect of over 50% in size
# HepG2 tox = HepG2 cytotoxicity, counter-screen for TGF-b inhibitors; HepG2 CAGA-GFP viability, ATP luminescence, 18 h; Potency, µM (highest dose often 46.1 µM), for inactives: at the top dose activity change, negative = cytotoxicity, usual class: cytotoxic; 410,000 compounds, 0.76% hits; AID 588856; further: some results filed as inactive show a strong effect at the top dose
#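 CellTiter-Glo luminescence gave cytotoxicity after 18 hours at 37 degrees C. The cells were HepG2 CAGA-GFP in 1% FBS DMEM, stimulated with 500 pg/mL TGF-beta after compound addition. %Activity was normalised to no-cell wells (complete cell-killing) and DMSO (no toxicity), and curves were fitted and classified.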
# Starred values were filed as active, the others as inactive; i = inactive; ? = inconclusive; . = no result given; [ ] = remark or other dose. The call rests on the fitted dose curve; in most records, active means well fitted curve in the direction sought with a large enough effect; inconclusive means small, poorly fitted or top-dose-only effect, or another doubt; inactive means no such curve, though single readings can be large; an effect the other way counts as inactive or inconclusive. Potency means the concentration at half of the fitted maximal effect. Some of the compounds tested, so the mix of outcomes need not match the whole.
# Fields – TGFb SMAD3 inh, S2 tox, Nrf2 inh, ATXN2 expr inh, A549 viability, Nrf2 ARE act, EPAC2 antag, MCF10A rerep, HepG2 tox
O=C(OCc1ccccc1)N1CCc2ccccc21
    -0.4%, ., ?, 145.5%[activator], 10.2%, 6.7%, 7.7%, 8.2%, -5.9%
CCc1c(C)sc(NC(=O)C2CC2)c1C(=O)OC(C)C
    0.0%, i, 3.2%, -2.5%, ?, -0.3%, 1.8%, ?, -11.7%
OCCNCC(O)CN1c2ccccc2Sc2ccccc21 (centres undefined)
    -21.0%, i, -0.4%, -10.9%, -0.8%, 2.9%, 1.3%, -0.7%, -14.9%
Cn1c(-c2ccc(CN3CCCCC3)o2)nc2ccccc21
    -5.4%, i, ?, 4.1%, 11.4%, 0.4%, -2.0%, 2.9%, 0.1%
CCCOc1nnnn1-c1ccccc1
    -37.1%, i, -31.3%, 1.2%, -15.9%, -0.3%, 7.8%, 6.8%, -6.9%
O=C(O)c1ccc2c(c1)S(=O)(=O)N=C1CCCCCN12
    -4.9%, i, -9.0%, 9.4%, 2.6%, 1.1%, -5.4%, ?, -6.3%
COc1ccc2nc(N3C(=O)CC(C(C)c4ccccc4)C3=O)sc2c1 (centres undefined)
    -6.4%, i, 7.0%, 0.0%, -1.1%, -0.5%, -6.6%, 6.2%, 3.2%
CS(=O)(=O)N1CCN(c2ccccc2NC(=O)c2cccnc2)CC1
    -1.5%, i, 1.6%, -4.0%, -11.0%, -0.6%, 0.3%, -3.0%, 8.0%
COc1ccccc1CNC(=O)CSc1ncc2c(n1)-c1ccc(Cl)cc1N(Cc1ccccc1)S2(=O)=O
    -1.3%, ., ?, ., 12.1%, 0.3%, ., ., -1.0%
CCN1CCc2c(OCC(=O)Nc3ccc(C)cc3)cccc2C1=O
    18.5%, i, -11.0%, 1.5%, -4.5%, 1.1%, 15.8%, 0.2%, 6.3%
Cc1cc(NC(=O)COC(=O)[C@@H](NS(=O)(=O)c2ccc(Br)cc2)C(C)C)no1
    -7.2%, i, 2.1%, 0.9%, -1.5%, 0.0%, -26.7%, -0.4%, -4.8%
CC(C)(C)n1cn[nH]c1=S
    1.7%, i, -0.3%, 17.4%, -10.4%, -0.2%, 1.1%, 4.6%, 6.5%
O=C(Nc1ccc(OC(F)(F)F)cc1)c1ccc2ccccc2n1
    -7.9%, i, 0.9%, -3.1%, -4.9%, 12.1%, 7.0%, 4.1%, -12.4%
COc1ccc2oc(=O)c(C(=O)O)cc2c1
    48.3%[activator], i, ., -0.5%, -2.3%, -0.6%, 6.0%, 7.3%, -1.4%
Cc1n[nH]c(=O)nc1NCc1ccc(Cl)cc1
    5.5%, i, 6.8%, 20.1%, 13.7%, 1.1%, -0.2%, 9.7%, -13.4%
CC(C)CNC(=O)c1c(-c2ccccc2)c(-c2ccccc2)nn(C)c1=O
    1.7%, ., 15.5%, ., -2.3%, -0.2%, ., ., -2.9%
CC(CS(=O)(=O)c1ccc2c(c1)NC(=O)CS2)C(=O)NCc1ccccc1Cl (centres undefined)
    -8.8%, i, 3.4%, 4.2%, -8.6%, 0.0%, 6.0%, -1.2%, -4.4%
Cc1c(C(=O)NCc2ccc3c(c2)OCO3)sc2nc(-c3ccc(F)cc3)cn12
    -0.9%, i, ?, -10.4%, -10.7%, -0.4%, 0.1%, 2.1%, -3.4%
CC(O)(c1cccnc1)c1nc(-c2cccc(C(F)(F)F)c2)cs1 (centres undefined)
    5.0%, i, ., -17.5%, ., 3.1%, -24.3%, ., -28.2%
Cc1ccc(C2CC(=O)NC(SCc3ccccc3)=C2C#N)cc1 (centres undefined)
    18.7%, i, 10.3µM*, -12.9%, 2.4%, 2.2%, 3.9%, 4.6%, -27.9%

# Sorted by the number under TGFb SMAD3 inh (rising): 3 from the list above.
smiles	TGFb SMAD3 inh
CCCOc1nnnn1-c1ccccc1	-37.1%
OCCNCC(O)CN1c2ccccc2Sc2ccccc21 (centres undefined)	-21.0%
Cc1ccc(C2CC(=O)NC(SCc3ccccc3)=C2C#N)cc1 (centres undefined)	18.7%

# Going on with the list.
# Fields – TGFb SMAD3 inh, S2 tox, Nrf2 inh, ATXN2 expr inh, A549 viability, Nrf2 ARE act, EPAC2 antag, MCF10A rerep, HepG2 tox
O=C(Cn1nc(-c2ccccc2)ccc1=O)NCCN1CCN(Cc2ccccc2)CC1
    -15.5%, i, 2.4%, -8.8%, -5.0%, -0.7%, -7.3%, -4.6%, -17.6%
CC(Oc1ccc(Cl)cc1)C(=O)NCCN1C(=O)S/C(=C\c2cccnc2)C1=O (centres undefined)
    0.0%, ?, -16.3%, ?, 1.7%, 5.2%, 15.4%, 6.1%, -38.8%
CCOC(=O)C1=C(c2ccccc2)Nc2ncnn2C1c1ccc(OC)c(OC)c1OC (centres undefined)
    1.5%, i, 2.3%, -2.4%, 0.1%, -0.3%, 5.8%, ?, -0.2%
CCn1c2ccccc2c2nnc(SCC(=O)N(C)C3CCS(=O)(=O)C3)nc21 (centres undefined)
    -1.1%, i, -5.6%, -34.5%, -1.1%, -0.2%, -0.3%, 6.6%, -3.8%
CCC(=O)c1ccc(OCC(=O)OCC(=O)Nc2sccc2C(N)=O)cc1
    5.1%, i, -14.6%, -3.4%, 0.2%, -0.5%, 2.1%, -16.7%, -3.3%
CS(=O)(=O)c1ccc(Cl)c(NC(=O)CSc2nnc3n2CCCCC3)c1
    2.3%, i, ., ., ., -0.2%, 2.4%, ., -3.8%
COC(=O)c1c(NC(=O)c2ccccc2[N+](=O)[O-])sc2c1CC(C)(C)NC2(C)C
    7.2%, i, -2.2%, -5.2%, -18.9%, 3.3%, 3.3%, -2.5%, -32.2%
CC(C)Cc1nnc(NC(=O)Cc2ccc([N+](=O)[O-])cc2)s1
    0.8%, i, 0.1%, 1.5%, 3.1%, 0.0%, 0.2%, -34.6%[inhibitor], 0.3%
COc1ccccc1C(=O)NNC(=O)c1ccc(NC(=O)c2ccccc2)cc1
    -13.3%, i, -16.4%, 2.0%[11.3 µM], -1.5%, 0.5%, 4.7%, -1.6%, 1.1%
COC(=O)c1cc(=O)n(-c2ccc(F)cc2)c(=Nc2ccc(F)cc2)s1
    ?, ., 20.6µM*, ?, ?, -5.8%, 5.7%, 5.17µM*, -100.3%
NC(CSC(c1ccccc1)(c1ccccc1)c1ccc(-c2ccccc2)cc1)C(=O)O (centres undefined)
    6.3%, i, ., ., ., -1.0%, -8.6%, ., -17.0%
CCn1c(=O)c(C(=O)NNC(=O)c2ccccc2Cl)c(O)c2ccccc21
    -5.7%, i, ?, -28.4%, -10.5%, 0.3%, -0.5%, 0.3%, -15.9%
NC(=O)c1cc(C(=O)c2ccc(Cl)cc2Cl)c[nH]1
    -12.8%, i, 16.7%, -8.3%[11.3 µM], 7.0%, -0.6%, 1.4%, -1.2%, -4.7%
COc1ccc(-c2csc(NC(=S)NC(=O)c3ccccc3)n2)cc1Br
    -5.6%, i, -20.3%, 5.3%, -12.6%, 0.2%, 1.9%, ?, 8.2%
COCc1nnc(NC(=O)CC(c2ccccc2)c2ccccc2)s1
    -5.1%, i, 5.9%, -3.5%, 1.6%, -1.2%, 17.8%, 0.7%, -0.2%
CCCn1cc(NC(=O)C2CC(c3cccc(Br)c3)=NO2)cn1 (centres undefined)
    -1.0%, i, -11.5%, -19.4%, -7.2%, -0.5%, -0.7%, 23.1µM*, -19.9%
CCCCNC(=S)N(CCCO)Cc1cc2cc3c(cc2[nH]c1=O)OCO3
    -1.9%, i, ., ., ., -0.1%, 1.8%, ., -6.9%
CCCC(=O)NC1=C(C#N)C2(CCCC2)Cc2ccccc21
    -10.2%, i, 6.2%, -16.3%, 17.8%, -0.2%, -0.7%, -2.0%, -9.7%
O=C(Nc1cccc(F)c1)C1CCN(C(=O)c2ccc(Cl)cc2)CC1
    0.0%, i, 2.3%, -11.5%, -10.8%, -0.6%, 10.7%, -1.4%, -6.0%
CCOC(=O)c1sc(N=NC2=C(O)CCCC2=O)c(C(=O)OCC)c1C
    ?, i, 6.2%, 49.0%[activator], -7.2%, 7.3%, -3.8%, -3.0%, -23.2%
O=C(CSc1nnnn1Cc1ccccc1)Nc1ccc2c(c1)OCO2
    -17.8%, i, 22.8%, -13.7%, 4.5%, -0.9%, -7.0%, -1.0%, -19.3%
O=C(O)C1CCN(Cc2oc(CO)cc(=O)c2O)C1 (centres undefined)
    1.0%, i, 0.4%, -6.2%, -9.4%, -0.4%, -0.7%, 5.1%, 0.6%
S=C1NC2(CCCC2)N=C1c1ccccc1
    -1.3%, i, ?, ., -23.5%, -0.3%, 4.7%, -2.4%, 17.4%
Nc1c(-c2cccs2)cnn1-c1nc(-c2ccc(Cl)cc2Cl)cs1
    10.4%, i, ?, -21.2%, -23.1%, 0.3%, -7.0%, ?, -20.4%
CCOC(=O)c1c(C)nc2ccc(C)cn12
    5.6%, i, -28.2%, 1.1%, -11.3%, -1.2%, -1.1%, ?, -8.0%
CCOn1c(=O)c(-c2ccc(C)cc2)[n+]([O-])c2ccccc21
    21.0%, i, 23.3%, 1.4%, -1.3%, 0.3%, -2.1%, -5.6%, 22.5%
Cc1ccc(SCC(=O)NCCN2C(=O)CSC2=O)cc1C
    -1.6%, i, ?, 42.8%[activator], ., 0.8%, 0.0%, -1.5%, -11.9%
O=c1c(Cc2ccc(F)cc2)c(O)ccn1C1CC1
    6.4%, i, -2.0%, -2.0%, 3.0%, 0.1%, 17.5%, -10.9%, 3.0%
CCC(CO)Oc1cc(NCc2ccc(Cl)cc2)c2ncn(C(C)C)c2c1 (centres undefined)
    ?, ?, -22.0%, ?, -9.3%, -2.0%, 0.7%, -65.8%[inhibitor], -23.2%
CCCCCn1c(N2CCC(Cc3ccccc3)CC2)nc2c1c(=O)[nH]c(=O)n2C
    ?, ., 23.1µM*, ?, ?, -0.6%, -24.6%, ?, 11.2µM*
CC(=O)Nc1cc2c(cc1NC(=O)Cn1nc(-c3ccc4c(c3)OCCO4)ccc1=O)OCCO2
    -3.0%, i, -17.2%, 1.9%, -10.2%, -0.2%, -0.9%, 16.9%, 8.5%
